TRPC6 inh – inhibitors of mouse TRPC6 channel | HEK293-TRPC6, membrane potential dye, ACh-evoked depolarization; active compounds read low | B-score at 10 µM | 310,000 tested, 1.1% active;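 active means B-score under library mean minus 3 SD, initial fluorescence not abnormally high, positive integrated signal ratio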;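 further: B-score derived from integrated fluorescence ratio over the kinetic read; more negative B-score means stronger inhibition of depolarization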
SKKanGAS inh – blocks kanamycin growth of S. pyogenes SKKanGAS strain. BacTiter-Glo, 6 h. inhibition, % at 7.5 µM. 300,000 tested, 1.3% active. AID 1662;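 active means mean replicate score, as percent of positive control median, at least 50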;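 further: strain carries kanamycin resistance gene driven by streptokinase promoter and grows in 40 µg/ml kanamycin; loss of luminescence reflects streptokinase promoter inhibition or plain growth inhibition; 0% = median of DMSO wells and 100% = positive control at its reference dose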
IEC-6 cytotox – kills IEC-6 intestinal cells in KLF5 counter-screen. IEC-6 cytotoxicity, luminescence viability. 290,000 tested, 0.78% active. inhibition, % at 5 µM; in the data active means inhibition above about 22%;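 further: 0% = plate median of test compound wells and 100% = cytotoxic reference compound wells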
MrgX1 antag – human MrgX1 receptor antagonism, primary screen. Q96LB2. MRGX1-HEK293 calcium flux, Fluo-4, BAM8-22 antagonism; active compounds read low. B-score at 10 µM. 310,000 tested, 1.3% active. AID 588676;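 active means calcium-response B-score plate-corrected more than 3 library SD below zero, starting fluorescence within 5 deviations, no agonist response on first addition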;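 further: peak minus trough fluorescence over baseline after final BAM8-22 challenge near maximal dose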
Target sequence (Q96LB2 whole entry, looked up): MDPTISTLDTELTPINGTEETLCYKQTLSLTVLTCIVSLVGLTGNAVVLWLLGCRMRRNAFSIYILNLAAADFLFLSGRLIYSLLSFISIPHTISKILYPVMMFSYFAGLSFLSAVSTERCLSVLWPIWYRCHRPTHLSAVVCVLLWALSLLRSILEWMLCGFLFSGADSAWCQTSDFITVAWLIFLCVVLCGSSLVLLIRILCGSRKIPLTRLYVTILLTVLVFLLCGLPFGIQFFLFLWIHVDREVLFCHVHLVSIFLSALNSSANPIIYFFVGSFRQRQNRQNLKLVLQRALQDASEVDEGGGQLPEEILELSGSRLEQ
TRPC4 potent – allosteric potentiators of mouse TRPC4 channel; HEK293 TRPC4beta/mu-opioid, DAMGO EC20, Fluo-4 Ca2+ flux; active compounds read high; B-score at 10 µM; 310,000 tested, 0.42% active; AID 2227;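 active means B-score of calcium response area above 5 SD of library B-scores, with initial fluorescence ratio within 5 SD of library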;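 further: B-score of integrated fluorescence ratio over time as area under calcium response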
HIF activator – HIF pathway transcriptional activation; AID 1910; activation, % at 7.5 µM (by protocol); 300,000 tested, 0.32% active; U2OS HRE-luciferase reporter, luminescence; normalized: DMSO 0%, desferrioxamine 100%;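 active means mean activation of at least 10% of the iron chelator positive control signal, with at least half of replicates also reaching 10%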
KLF5 inh – kruppel-like factor 5 inhibition | DLD-1 KLF5 promoter-luciferase reporter, luminescence | inhibition, % at 5 µM | 290,000 tested, 0.23% active | AID 1700;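 active means inhibition above a per-plate limit of that plate's mean compound inhibition plus 3 SD, cut at about 60% in these data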;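 further: 0% = DMSO wells and 100% = LY294002 at 200 µM; higher means less KLF5 promoter-driven luciferase light; inactives centre near -14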
TRPC4 act – opens the mouse TRPC4 cation channel | Q9QUQ5 | HEK293 TRPC4beta/mu-opioid, Fluo4 calcium fluorescence; active compounds read high | B-score at 10 µM | 310,000 tested, 0.49% active | AID 2237;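 active means B-score above 5 SD of library B-scores, and initial fluorescence ratio not above library mean plus 5 SD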;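 further: positive B-score marks a calcium rise read as TRPC4 activation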
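Material: HEK293 stable line with TRPC4beta plus mu-opioid receptor; technique: Fluo4 calcium-sensitive dye fluorescence, kinetic, 1 Hz baseline; timing: Fluo4 dye loading 45 min at room temperature, 110 s recording; controls: assay buffer as low control, maximal DAMGO as high control; read-out: integrated baseline-normalised fluorescence ratio, converted to per-well B score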
TRPC4 block – blocks the mouse TRPC4 cation channel; Q9QUQ5; HEK293 TRPC4beta/mu-opioid, DAMGO-evoked Fluo4 calcium flux; active compounds read low; B-score at 10 µM; 300,000 tested, 0.39% active; AID 2247;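 active means B-score over 3 SD under the library average, no early fluorescence shift, positive overall ratio signal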
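test system = HEK293 cells with stable TRPC4beta plus mu-opioid receptor expression | detection = Fluo4 Ca2+ flux fluorescence | read-out = integrated fluorescence ratio relative to baseline, converted to per-well B score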
TRPC6 activator – mouse TRPC6 channel activation; HEK293-TRPC6 membrane potential dye fluorescence; active compounds read high; B-score at 10 µM; 310,000 tested, 0.13% active;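 active means B-score of the integrated fluorescence ratio above library mean plus 3 SD, and starting fluorescence ratio within library mean plus 5 SD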;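 further: higher score means more depolarization so channel activation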
aSyn UTR inh – MLPCN primary screen, SNCA 5' untranslated region; inhibition, % (tested at 7.5 µM); alpha-synuclein 5'UTR reporter, inhibitor activity; 300,000 tested, 0.82% active; AID 1813; in the data active means inhibition above about 60%;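 further: H4 neuroglioblastoma cells stably carrying SNCA 5'UTR luciferase fusion; 0% = DMSO wells and 100% = positive control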
An asterisk follows results filed as active; i = inactive; · = no result given.

SMILES | TRPC6 inh | SKKanGAS inh | IEC-6 cytotox | MrgX1 antag | TRPC4 potent | HIF activator | KLF5 inh | TRPC4 act | TRPC4 block | TRPC6 activator | aSyn UTR inh
CCN(CC)C(=O)C1=C(C)NC(=S)NC1c1cn(-c2ccccc2)nc1-c1ccc(Cl)cc1 (stereo not drawn) | i | 8 | 0 | i | i | 0.0 | -18 | i | i | i | 0
O=C(C1=C(O)C(=O)N(CCOCCO)C1c1cccs1)c1cccs1 (stereo not drawn) | i | 0 | -1 | i | i | -6.9 | -13 | i | i | i | -3
O=c1[nH]c2ccc(NCc3ccc(F)cc3)cc2[nH]1 | i | -3 | 3 | i | i | 0.2 | -36 | i | i | i | -56
CCOC(=O)Cn1c(CN2CCN(C(=O)c3ccco3)CC2)nc2c1c(=O)n(C)c(=O)n2C | i | 1 | 0 | i | i | -1.1 | -51 | i | i | i | -9
O=C(NCc1ccncc1)C(=O)NCC1OCCCN1S(=O)(=O)c1cc(F)ccc1F (stereo not drawn) | i | -4 | -2 | i | i | -0.2 | 8 | i | i | i | -4
CC1CCc2nc(NC(=O)Cc3cccs3)sc2C1 (stereo not drawn) | i | 3 | -2 | i | i | 3.6 | -94 | i | i | i | -160
O=C(N/N=C/c1ccncc1)c1ccc(NS(=O)(=O)c2cccs2)cc1 | i | -1 | 1 | i | i | 0.4 | 16 | i | i | i | 27
CCN(CC)CCCNC(=O)c1ccc(OCC(=O)Nc2ccccc2C(F)(F)F)c(OC)c1 | i | -14 | 14 | i | i | -0.1 | 11 | i | i | i | -28
COc1ccc(CNC(=O)CSc2nn3c(=O)c(C(C)(C)C)nnc3s2)cc1OC | i | -11 | 6 | i | i | -0.7 | 6 | i | i | i | -16
COCCn1c(C)cc(C(=O)CSc2nc(C)cc(C)c2C#N)c1C | i | -6 | -3 | i | i | -1.2 | -27 | i | i | i | -2
CCOC(=O)c1cc(NC(=O)Cc2ccc(S(=O)(=O)N3CCOCC3)s2)cc(C(=O)OCC)c1 | i | 1 | · | i | i | -0.3 | · | i | i | i | 9
CCn1cc(C(=O)NCCCOC(C)C)c(=O)c2cc(S(=O)(=O)N3CCCC3)ccc21 | i | -13 | -7 | i | i | -0.5 | -24 | i | i | i | -6
Cc1cc(OC(C)C(=O)Nc2ccc(S(=O)(=O)Nc3onc(C)c3C)cc2)cc(C)c1Cl (stereo not drawn) | i | 29 | 1 | i | i | -0.5 | -8 | i | i | i | 6
Nc1nc(CN2CCN(c3ccccc3F)CC2)nc(Nc2ccccc2)n1 | i | 47 | 9 | i | i | -0.5 | -44 | i | i | i | 11
COc1ccc(C2SCC(=O)N2c2c(C)n(C)n(-c3ccccc3)c2=O)cc1 (stereo not drawn) | i | -1 | 2 | i | i | -0.2 | -21 | i | i | i | -5
Nn1c(SCC(=O)N2CCN(S(=O)(=O)c3ccccc3)CC2)nnc1-c1cccs1 | i | 0 | -6 | i | i | 0.1 | -8 | i | i | i | -7
CC1CCN(C(=O)CN(c2ccc(Cl)c(C(F)(F)F)c2)S(C)(=O)=O)CC1 | i | -12 | 2 | i | i | 0.1 | -16 | i | i | i | -3
COc1ccc(OC(C)C(=O)NC2CCCCCC2)cc1 (stereo not drawn) | i | 7 | 0 | i | i | 0.0 | -17 | i | i | i | -1
CCc1ccc(NC(=O)C/C(C)=N/NC(=O)COc2ccccc2C)cc1 | i | 1 | 2 | i | i | -0.4 | -14 | i | i | i | -22
O=C(CCNC(=O)c1ccccc1)N=Nc1c(O)[nH]c2ccccc12 | i | -5 | -6 | i | i | 0.4 | -14 | i | i | i | -38
CCOC(=O)c1ccc(Nc2cnc3ccccc3n2)cc1 | i | 0 | -2 | i | i | 5.9 | -85 | i | i | i | -176
CC(Sc1nc(-c2ccccc2)cc(=O)[nH]1)C(=O)O (stereo not drawn) | i | -2 | -6 | i | i | -0.3 | -11 | i | · | i | 6
Brc1ccc(C2CC(c3ccccc3)=Nc3ccccc3N2)cc1 (stereo not drawn) | i | 14 | 6 | i | i | · | -32 | i | i | i | -141
O=C(O)c1cc(-c2ccccn2)n[nH]1 | i | -1 | 1 | i | i | -0.3 | -21 | i | i | i | -16
COc1ccc(N(CCCN2C(=O)c3cccc4cccc(c34)C2=O)C(=O)c2ccncc2)cc1 | i | 2 | 5 | i | i | 0.1 | 2 | i | i | i | -38

(next part)
SMILES | TRPC6 inh | SKKanGAS inh | IEC-6 cytotox | MrgX1 antag | TRPC4 potent | HIF activator | KLF5 inh | TRPC4 act | TRPC4 block | TRPC6 activator | aSyn UTR inh
O=C(NCc1cccs1)C1CC(c2ccccc2O)=NO1 (stereo not drawn) | i | -13 | 0 | i | i | · | -38 | i | i | i | -6
CN(C)Cc1c(O)ccc2c(=O)c(-c3ccccc3Cl)coc12 | i | 9 | 8 | i | i | 0.9 | 10 | i | i | i | -8
CC(C)NC(=O)COC(=O)c1ccc(Cl)c(S(=O)(=O)N2CCCC2)c1 | i | 14 | 0 | i | i | 0.7 | -1 | i | i | i | -8
CCOC(=O)C1CCN(C(=O)COc2ccc(S(=O)(=O)NC(C)C)cc2Cl)CC1 | i | -3 | 2 | i | i | -0.7 | 4 | i | i | i | -13
N#CCCCC#Cc1ccc2c(c1)COc1c3ccccc3nn1-2 | i | -6 | · | i | i | 0.6 | · | i | i | i | 77*
CSc1ccc(/C=C(/NC(=O)c2ccc(C)cc2)C(=O)Nc2cccc(F)c2)cc1 | i | -2 | 2 | i | i | -0.1 | -10 | i | i | i | -1
COc1cccc(-c2nnc(NC(=O)c3ccc(S(=O)(=O)N4CC(C)OC(C)C4)cc3)o2)c1 (stereo not drawn) | i | 93* | 5 | i | i | 0.8 | -30 | i | i | i | 56
C/C(=N\NC(=O)Cc1cccn1C)c1ccc2ccccc2c1 | i | -6 | 6 | i | i | 0.1 | -27 | i | i | i | -57
N/C(CN1CCSCC1)=N\OCc1c(F)cccc1Cl | i | -2 | -1 | i | i | -0.3 | -6 | i | i | i | -4
Cc1cccc2c(C(=O)N3CCN(c4ccccn4)CC3)cc(-c3cccc(Br)c3)nc12 | i | 17 | 29* | i | i | 0.3 | 0 | i | i | i | 6
Cc1cc(Cl)ccc1OCCCC(=O)N1CCN(S(=O)(=O)c2ccccc2)CC1 | i | 0 | · | i | i | -31 | · | i | i | i | -1
O=[N+]([O-])c1ccccc1OC/C(=N\O)c1ccccc1 | i | 6 | 5 | i | i | 2.0 | -2 | i | i | i | -49
O=C(NC1CCCC1)C(c1ccccn1)N(C(=O)c1csnn1)c1ccccc1F (stereo not drawn) | i | 3 | -4 | i | i | -0.1 | 1 | i | i | i | 26
O=C(Nc1ccccc1F)C1CCCN(S(=O)(=O)c2ccccc2)C1 (stereo not drawn) | i | -5 | -9 | i | i | -0.1 | -18 | i | i | i | 21
N#Cc1c2n(c3c(=O)n(Cc4ccccc4)cnc13)CCCC2 | i | -4 | 1 | i | i | 0.0 | -17 | i | i | i | 16
CCOc1ccc(S(=O)(=O)N2CCC(C(=O)NCc3ccccn3)CC2)cc1C | i | 1 | 12 | i | i | 0.3 | -12 | i | i | i | 44
COc1ccc(OCCNC(=O)C(c2ccccc2)c2ccccc2)cc1 | i | 11 | 1 | i | i | -0.2 | -6 | i | i | i | -12
O=C(COC(=O)c1ccccc1NC(=O)c1ccco1)NCc1ccc2c(c1)OCO2 | i | -1 | -1 | i | i | 0.2 | -3 | i | i | i | -17
CC(C)CCNC(=O)c1ccc2c(c1)ncn2C1CCCCC1 | i | -9 | 6 | i | i | 0.2 | -20 | i | i | i | -5
CNS(=O)(=O)c1cc(C(=O)O)ccc1OC | i | 7 | 0 | i | i | 0.0 | -6 | i | i | i | -16
O=C(NCCCN1CCOCC1)c1sc2cc([N+](=O)[O-])ccc2c1Cl | i | 7 | 3 | i | i | -0.8 | 7 | i | i | i | 1
Cn1ncc2c(Nc3cc(Cl)cc(Cl)c3)ncnc21 | i | -4 | -16 | i | i | 0.6 | -42 | i | i | i | -24
Cc1ccc(C(=O)CN(C(=O)c2ccc(Cl)c(Cl)c2)N2C(=O)C3CCCCC3C2=O)cc1 (stereo not drawn) | i | 5 | 3 | i | i | -0.6 | -43 | i | i | i | 7
COC(=O)c1cccc(COC(=O)c2cccnc2SC)c1 | i | 4 | 3 | i | i | 0.3 | -44 | i | i | i | -58

Source: PubChem (several laboratories)
